PG9 binder: small molecules binding HIV-1 gp120 antibody PG9. TR-FRET gp120-PG9 antibody binding. inhibition, % at 6.7 µM. 0.43% of 360,000 active; in the data active = inhibition above about 8.5%
PRMT1 FP inh: blocks human protein arginine methyltransferase 1. recombinant PRMT1, activity-based probe fluorescence polarization. inhibition, % at 2.79 µM. 1.3% of 370,000 active. AID 652257;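 active = inhibition above about 21% made by adding two undisclosed values, limit read from the data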
LEDGF integ inh: blocks HIV-1 LEDGF/p75-dependent DNA integration. TR-FRET IN-LEDGF/p75 DNA integration, Eu/Cy5. inhibition, % at 3.7 µM. 0.64% of 370,000 active. AID 743269;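 active = inhibition above the screen-wide mean plus 3 SD, cut at about 13% in these data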;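 note: signal is the Cy5 over europium emission ratio at 671 and 618 nm; 0% = plate median of compound wells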
MBD2 inh: inhibitors of human MBD2 binding to methylated oligonucleotide; TR-FRET; 0.31% of 370,000 active; inhibition, % at 4.4 µM; Q9UBB5; in the data active = inhibition above about 13%
NR1D1 modulator: modulates human Rev-erb alpha binding to DNA; P20393; Rev-erbα–FITC-DNA binding, fluorescence polarization, 90 min; activity, % at 10 µM; 0.79% of 370,000 active;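 active = activity above about 14%, limit read from the data; passing the limit was not always enough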;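 note: 0% = DMSO wells with 35 nM protein and 100% = DMSO wells with 750 nM protein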
ABHD4 inh: ABHD4 (mouse) inhibition, primary FP screen | 0.54% of 370,000 active | inhibition, % at 8.92 µM | Q8VD66 | purified mABHD4, FP-Rh probe fluorescence polarization;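 active = inhibition exceeding the mean over every tested compound plus 3 SD, cut at about 30% in these data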;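 note: 0% = plate median of compound wells and 100% = S159A mutant with DMSO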
Target sequence (Q8VD66 whole entry, looked up): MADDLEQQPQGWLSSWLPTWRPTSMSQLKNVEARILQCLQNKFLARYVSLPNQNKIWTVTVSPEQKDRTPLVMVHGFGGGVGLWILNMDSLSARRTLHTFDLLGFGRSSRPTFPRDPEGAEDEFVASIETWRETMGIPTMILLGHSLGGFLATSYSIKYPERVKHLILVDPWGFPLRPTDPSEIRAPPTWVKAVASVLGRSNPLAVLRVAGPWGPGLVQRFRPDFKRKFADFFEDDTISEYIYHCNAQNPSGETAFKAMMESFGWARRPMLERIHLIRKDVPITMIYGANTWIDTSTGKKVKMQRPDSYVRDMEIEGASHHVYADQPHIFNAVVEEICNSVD
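Test system: mABHD4 protein; Read-out basis: % inhibition; Incubation: 45 min + 60 min at 25 °C; Repeats: single replicate; Technique: fluorescence polarization with parallel and perpendicular emission, 525/598 nm; Compound: 8.92 µM, single dose; Benchmarks: full inhibition S159A mutant plus DMSO, zero as sample-well median.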
HTRA1 inhibitor: HTRA1 (human) protease inhibition; Q92743; recombinant HTRA1, FP-rhodamine activity-based probe, fluorescence polarization; inhibition, % at 5.96 µM; 0.5% of 340,000 active; in the data active = inhibition above about 36%;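 note: 0% = enzyme with DMSO and 100% = wells lacking enzyme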
Target sequence (Q92743 whole entry, looked up): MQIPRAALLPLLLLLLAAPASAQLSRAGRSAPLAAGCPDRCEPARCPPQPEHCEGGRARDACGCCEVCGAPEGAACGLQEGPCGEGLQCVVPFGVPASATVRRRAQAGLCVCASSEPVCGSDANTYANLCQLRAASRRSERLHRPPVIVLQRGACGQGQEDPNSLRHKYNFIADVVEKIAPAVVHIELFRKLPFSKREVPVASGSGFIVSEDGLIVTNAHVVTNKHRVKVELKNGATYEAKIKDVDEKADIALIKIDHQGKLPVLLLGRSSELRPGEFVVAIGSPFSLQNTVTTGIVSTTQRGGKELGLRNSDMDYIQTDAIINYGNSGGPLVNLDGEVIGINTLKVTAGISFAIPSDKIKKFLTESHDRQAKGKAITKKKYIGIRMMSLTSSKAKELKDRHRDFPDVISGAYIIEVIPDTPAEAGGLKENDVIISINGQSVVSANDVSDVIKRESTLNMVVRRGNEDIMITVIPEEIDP
UHRF1 binding: blocks human UHRF1 binding to methylated DNA. inhibition, % at 4.4 µM. 0.75% of 370,000 active. AID 687016. UHRF1 binding to methylated oligo, TR-FRET. Q96T88; in the data active = inhibition above about 21%;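 note: UHRF1 SRA domain binding a hemimethylated CpG hairpin DNA probe; 0% = median of test compound wells and 100% = reference inhibitor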
rCAG binder: binds r(CAG) RNA repeats | 1.3% of 370,000 active | inhibition, % at 3 µM | r(CAG) RNA repeat, TO-PRO-1 dye displacement fluorescence;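 active = inhibition above the plate cutoff, the mean of all test compounds on that plate plus 3 SD, cut at about 35% in these data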;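 note: 0% = DMSO alone and 100% = 100 µM mitoxantrone as full dye displacement; higher means more dye released from RNA so lower well fluorescence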
TCR CD3 inh: blocks the human TCR-CD3 interaction; TAMRA-labeled TCR probe fluorescence, biochemical; inhibition, % at 9.4 µM; 0.37% of 360,000 active; AID 651800; in the data active = inhibition above about 19%;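 note: recombinant mutant TCR 2C K166C tagged with TAMRA read by polarization; 0% = receptor in buffer alone and 100% = receptor with positive control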
The depositor's hits bear a star; nt = no result given. Only part of the results is shown. The share of hits here may be higher or lower than overall.

smiles	PG9 binder	PRMT1 FP inh	LEDGF integ inh	MBD2 inh	NR1D1 modulator	ABHD4 inh	HTRA1 inhibitor	UHRF1 binding	rCAG binder	TCR CD3 inh
COCCN1CCn2c(nc3cc(NC(=O)c4cccs4)ccc32)C1	0.7	7	4	-1	-4	-16	-22	-1	12	-2
CC(C)NC1CCC(Nc2ccnc3cc(Cl)ccc23)CC1 (configuration not stated)	-0.3	-12	4	-2	0	-2	-2	3	8	1
CCOC(=O)N1CCN(S(=O)(=O)c2ccc3[nH]cc(C(=O)O)c(=O)c3c2)CC1	0.2	2	1	8	1	1	1	-1	3	6
CCCn1nnnc1SCC(=O)N1CCOCC1	-0.1	-3	-3	0	-1	1	4	-1	0	10
Cc1c(C(=O)N2CCCC2)sc(NC(=O)c2cccc(Cl)c2)c1C#N	-1.6	-1	1	2	-5	3	-9	1	10	-2
Cc1ccc(CN2CCS(=O)(=O)CC2)cc1	11*	4	-9	4	0	-5	5	7	-5	-6
CSCCC(=O)NC1CC(C)(C)Cc2c1cnn2-c1ccccc1C (configuration not stated)	-0.8	5	-2	4	-3	-2	12	4	-7	-3
Cc1nn(Cc2ccc(F)cc2)c(C)c1NC(=O)C1c2ccccc2Oc2ccccc21	-0.1	0	2	1	-2	1	-10	-1	0	1
COC(=O)c1cc(N2CCN(C)CC2)nc2ccccc12	-0.7	83*	2	-4	4	7	3	-2	-76	8
COc1ccc(-n2c(=S)[nH]c3cc(C(=O)NCCCN4CCCC4=O)ccc3c2=O)cc1OC	-1.0	0	-1	1	1	-2	-1	0	-4	4
Cc1ccccc1-n1c(SCc2csc(Nc3ccccc3)n2)nnc1-c1cccnc1	-0.9	5	2	2	-1	5	-21	1	-1	-4
Cc1nn2c(NCCCN(C)C)c3c(nc2c1-c1ccccc1)CCC3	-0.1	-2	-2	7	-1	15	3	7	0	-6
COc1ccc(S(=O)(=O)N2CCOCC2)cc1NC(=O)COc1ccc2ccc(=O)oc2c1	4.4	-2	-3	3	4	3	-3	0	8	2
Nc1nc(N)c2ncc(C(=O)CCc3ccccc3)nc2n1	-0.7	8	-5	1	-8	13	4	10	5	2
Clc1ccc(Cl)c(OCCCCN2CCCCC2)c1	-1.6	0	-6	0	-3	11	5	0	1	3
CC12CCC(C(=O)NCc3ccc4c(c3)OCO4)(C(=O)C1=O)C2(C)C (configuration not stated)	0.4	-1	0	-4	1	-2	0	-1	1	1
Cc1c(Cl)ccc(S(=O)(=O)NCCCn2ccnc2)c1Cl	0.0	-3	3	1	2	-2	1	0	0	2
O=C(O)CCc1ccc(S(=O)(=O)NCCc2ccccc2)cc1	-0.2	1	13	5	-4	-4	5	1	1	-2
CCO[C@H]1OC(C(=O)NCc2ccccc2)=C[C@@H](c2ccc(Br)cc2)[C@@H]1CCCO	-2.1	0	0	-4	1	-5	-22	-1	-3	-5
CCCS(=O)(=O)c1nc(S(=O)(=O)c2ccc(C)cc2)c(NCCCn2ccnc2)s1	-2.2	-4	3	-1	1	2	4	1	0	-1
Cc1cc(NS(=O)(=O)c2ccccc2)n(-c2ccccc2)n1	-1.7	-3	-3	-4	0	-2	-4	0	5	-3
CC(C)CCNC(=O)C(=O)Nc1cc2c3c(c1)CC(=O)N3CCC2	-0.1	-1	0	5	0	5	2	-2	-3	0
CCc1ccc(NC2CC(=O)N(CCc3ccc(OC)c(OC)c3)C2=O)cc1 (configuration not stated)	3.6	6	0	-3	-1	5	5	1	-5	5
Cn1c(=O)c2c([nH]c(=S)n2Cc2ccc(Cl)cc2)n(C)c1=O	5.1	3	-4	2	-2	-2	5	1	6	1
C=CCn1ccc(O)c(Cc2ccc(Cl)cc2)c1=O	-0.8	-1	-6	0	0	6	11	-1	-2	1
OC(CN1CCOCC1)Cn1c(-c2cccc(Cl)c2)nc2ccccc21 (configuration not stated)	-1.2	6	-2	9	-1	-18	1	11	3	0
COC(=O)c1c(C)[nH]c(C(=O)COc2ccc3ccc(=O)oc3c2)c1C	-2.6	1	-6	5	-13	2	-2	10	4	4
Cc1ccc(-c2cc(C(=O)N3CCCCC3)c3ccccc3n2)cc1C	-2.2	-3	-1	-4	-4	-3	-29	-1	-3	6
COc1cc(C)ccc1OCCCON1C(=O)CCC1=O	0.7	-1	-5	4	1	2	5	1	0	4
COCCn1c(SCC(=O)c2c(N)n(C)c(=O)n(C)c2=O)nc2ccccc21	-0.8	-3	3	-3	-2	9	-1	0	-1	12
CCOC(=O)c1ccc(N2C(=O)c3n[nH]c(C)c3C2c2ccco2)cc1 (configuration not stated)	1.6	-3	0	0	-4	-9	-14	6	2	7
Cn1nc(-c2ccccc2)c(C(=O)NCC(=O)O)c1Cl	-1.0	-2	-3	-2	0	3	1	5	-1	1
Cc1ccc(C(=O)N2CCN(C(=O)N3CCOCC3)CC2)cc1	-2.1	0	0	2	5	-4	0	4	3	3
O=C(N/N=C/C=C/c1ccccc1)c1n[nH]c2c1CCC2	-1.9	-2	-2	7	-3	-2	0	0	0	6
COc1cccc(-c2nnc3sc(-c4ccc(Br)o4)nn23)c1	nt	-2	-1	-5	-6	-1	nt	-1	7	nt
Cc1cc2ccccc2nc1SCC(=O)NC1CCCCC1	5.8	0	-6	1	4	-3	-25	1	-5	1
O=C(CC(=O)N/N=C/c1c(F)cccc1Cl)NCc1ccccc1	-2.0	-2	5	0	2	-4	nt	-1	-2	9
CS(=O)(=O)N(CC(=O)NCc1ccco1)c1ccc(Cl)cc1Cl	-1.2	-2	0	2	-1	-1	-7	0	-2	3
O=C(Cn1cnc2ccccc2c1=O)NNC(=O)c1ccccc1F	1.7	6	0	2	2	3	4	-1	2	0
CC1(C)NC(=O)N(CC(O)COc2cccc(F)c2)C1=O (configuration not stated)	-1.9	-3	0	2	-1	-1	7	2	0	4
N#CCC(=O)Nc1ccc(C(=O)OCC(=O)Nc2ccccc2-c2ccccc2)cc1	-1.2	0	2	2	5	-5	nt	-1	4	7
O=C(c1ccccc1Sc1ccc([N+](=O)[O-])cc1)N1CCCCC1	0.9	1	1	-2	2	9	-4	-1	-1	4
NC(=O)C1CN(C(=O)c2cccc(S(=O)(=O)N3CCc4ccccc43)c2)c2ccccc2O1 (configuration not stated)	-2.2	-5	2	-1	7	-7	3	4	5	0
Cc1ccc(C2=CCN(C)C(=O)N2c2ccccc2)cc1	nt	-1	-2	4	2	6	nt	1	4	nt
COc1cc(C(=O)NCCCc2nc3ccccc3n2Cc2cc(C)ccc2C)cc(OC)c1OC	0.8	6	0	10	-2	7	-12	1	1	1
Cc1[nH]n(-c2ccccc2)c(=O)c1C(=O)c1ccc(Cl)cc1	-0.2	5	-3	-3	0	4	5	-2	2	-1
Cn1c(CNC(=O)Nc2ccccc2Cl)nnc1SCc1ccccc1	1.2	-1	-1	5	1	-1	-2	-2	-1	2
Cc1ccc(NC(=O)CSCC(=O)N2CCN(c3cccc(C(F)(F)F)c3)CC2)cc1	0.9	0	0	0	11	-1	-16	1	-4	4
O=C(COc1ccccc1)N(Cc1nnc(-c2ccccc2Cl)o1)C1CC1	-2.8	0	0	-4	-5	4	-3	0	-6	-6
COc1cccc(CNC(=O)[C@H]2CCCN2C(=O)[C@H]2CCCN2C(=O)c2c(F)cccc2F)c1	0.7	3	0	3	4	3	nt	2	-1	-1
O=C(COC(=O)C1CCC1)Nc1ccc(Oc2ccccc2)cc1	-1.0	-3	-2	5	-7	-3	16	2	-6	6
COc1cc(CNC(=O)CCCC(=O)c2ccccc2)cc(OC)c1OC	1.7	-3	2	-2	2	1	1	1	0	-5
O=C(OCC#CCSc1nnc(-c2cccc(F)c2)o1)c1ccc(F)cc1	nt	1	1	0	1	-8	nt	-3	nt	nt
Cc1ccccc1NC(=O)N1C2CCCC1CC(NC(=O)C1CC1)C2 (configuration not stated)	-0.6	0	1	1	2	0	4	-3	-5	-1
N#Cc1c([N+](=O)[O-])cc([N+](=O)[O-])cc1S(=O)(=O)Cc1ccccc1	2.6	72*	1	-3	-3	5	11	6	7	-3
CCC1CC(CSc2ncn[nH]2)OC1=O (configuration not stated)	-1.3	-2	0	-5	-1	-7	-1	3	4	-6
Cn1c(N2CCCC2)nc2c1c(=O)n(Cc1cccc(F)c1)c(=O)n2C	-0.9	-5	-2	1	-3	5	5	0	-9	-4
Cc1ccc(N/N=C/c2ccncc2)cc1	-4.9	-1	-2	-2	-6	1	-1	0	2	2
O=C(Nc1ccc(-c2cn3ccsc3n2)cc1)c1ccc(F)c(S(=O)(=O)N2CCOCC2)c1	2.1	4	0	-1	9	0	-13	4	19	5
COc1ccc(CCn2c(C)cc(C(=O)COC(=O)c3cnc(C)cn3)c2C)cc1	1.4	-2	1	-1	6	0	-7	0	-6	1

Gathered by group, the entries above containing an aryl methoxy group
smiles	PG9 binder	PRMT1 FP inh	LEDGF integ inh	MBD2 inh	NR1D1 modulator	ABHD4 inh	HTRA1 inhibitor	UHRF1 binding	rCAG binder	TCR CD3 inh
COc1ccc(-n2c(=S)[nH]c3cc(C(=O)NCCCN4CCCC4=O)ccc3c2=O)cc1OC	-1.0	0	-1	1	1	-2	-1	0	-4	4
COc1ccc(S(=O)(=O)N2CCOCC2)cc1NC(=O)COc1ccc2ccc(=O)oc2c1	4.4	-2	-3	3	4	3	-3	0	8	2
CCc1ccc(NC2CC(=O)N(CCc3ccc(OC)c(OC)c3)C2=O)cc1 (configuration not stated)	3.6	6	0	-3	-1	5	5	1	-5	5
COc1cc(C)ccc1OCCCON1C(=O)CCC1=O	0.7	-1	-5	4	1	2	5	1	0	4
COc1cccc(-c2nnc3sc(-c4ccc(Br)o4)nn23)c1	nt	-2	-1	-5	-6	-1	nt	-1	7	nt
COc1cc(C(=O)NCCCc2nc3ccccc3n2Cc2cc(C)ccc2C)cc(OC)c1OC	0.8	6	0	10	-2	7	-12	1	1	1
COc1cccc(CNC(=O)[C@H]2CCCN2C(=O)[C@H]2CCCN2C(=O)c2c(F)cccc2F)c1	0.7	3	0	3	4	3	nt	2	-1	-1
COc1cc(CNC(=O)CCCC(=O)c2ccccc2)cc(OC)c1OC	1.7	-3	2	-2	2	1	1	1	0	-5
COc1ccc(CCn2c(C)cc(C(=O)COC(=O)c3cnc(C)cn3)c2C)cc1	1.4	-2	1	-1	6	0	-7	0	-6	1

Screens: PubChem BioAssay, several laboratories
